Compound activity (PubChem)
BAZ2B block = BAZ2B (human) inhibition | Q9UIF8 | AlphaScreen BAZ2B-H3K14Ac peptide displacement | Potency, µM (series often up to 114 µM), for the others: at the top dose activity change, negative = inhibition, most hits filed as inhibitors | 360,000 tested, 4.4% active | AID 504333; further: on the % scale 0 is the no-effect control and ±100 the full control effect; nearly all actives have a fitted effect of over 60% in size
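BAZ2B (50 nM) with biotin-H3(5-23)K14Ac peptide (50 nM) in PBS pH 7.4, 0.01% Tween-20, preformed 30 min, then compound 30 min at room temperature; top concentration 110uM. AlphaScreen streptavidin donor/nickel chelate acceptor beads (10 ug/mL final), 20 min dark, signal read.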
Pol eta inh = blocks human DNA polymerase eta activity; Potency, µM (highest dose often 114 µM), for inactives: top-dose activity change, negative = inhibition, usual class: inhibitors; 390,000 tested, 1.2% active; recombinant Pol eta, fluorescent DNA replication assay; Q9Y253; further: on the % scale 0 is the no-effect control and ±100 the full control effect
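Pol eta at 10 nM preincubated with compounds 15 min at room temperature; reaction started with fluorescent substrate (50 nM final) and read kinetically at 0 and 10 min.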
G9a inh = G9a (human) methyltransferase inhibition; Potency, µM (doses to about 102 µM), inactives show top-dose activity, negative = inhibition, most hits filed as inhibitors; AID 504332; Q96KQ7; 350,000 tested, 8.8% active; G9a H3K9 monomethylation, AlphaScreen, 2 h; further: on the % scale 0 is the no-effect control and ±100 the full control effect; nearly all actives have a fitted effect of over 75% in size
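Methyltransferase reactions run at room temperature for 2 h (20 nM enzyme, 500 nM biotin-H3K9 peptide, 20 uM SAM) after a 15 min compound preincubation; product detected by AlphaScreen beads and anti-H3K9me1 antibody.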
JMJD2A Tudor = blocks the human JMJD2A Tudor domain; O75164; AlphaScreen JMJD2A-Tudor / H3K4me3 peptide binding; Potency, µM (top dose mostly 114 µM), for inactives: at the highest dose activity change, negative = inhibition, most hits filed as inhibitors; 390,000 tested, 4.4% active; AID 504339; further: on the % scale 0 is the no-effect control and ±100 the full control effect; nearly all actives have a fitted effect of over 50% in size
POLK inh = DNA polymerase kappa (human) inhibition | AID 588579 | Potency, µM (top dose mostly 107 µM), for the others: at the highest dose activity, negative = inhibition, most hits filed as inhibitors | 400,000 tested, 0.53% active | purified Pol kappa, fluorescent DNA synthesis assay, 10 min | Q9UBT6; further: on the % scale 0 is the no-effect control and ±100 the full control effect
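First, compounds were pin-transferred onto 10 nM Pol kappa. After 15 min at room temperature, substrate was added to 50 nM final. Fluorescence was then measured kinetically at 0 and 10 min.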
POLI inh = blocks human DNA polymerase iota activity | Q9UNA4 | AID 588590 | 390,000 tested, 1% active | Pol iota fluorescent replication assay, 10 min | Potency, µM (series often up to 115 µM), for inactives: at the highest dose activity, negative = inhibition, actives largely listed as inhibitors
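Pol iota at 10 nM preincubated 15 min with compounds at room temperature; reaction started with fluorescent substrate, 50 nM final. Fluorescence read kinetically at 0 and 10 min; buffer-only wells as negative control.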
APEX1 inh = APE1 (human) endonuclease inhibition. 350,000 tested, 0.35% active. recombinant APE1, TAMRA/BHQ-2 abasic DNA cleavage fluorescence. P27695. Potency, µM (series often up to 65.8 µM), for the others: at the highest dose activity change, negative = inhibition, hits mostly inhibitors. AID 2517;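 further: plate controls were vehicle for no effect and reference inhibitor for full effect; nearly all actives have a fitted effect of over 55% in size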
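Readout is kinetic fluorescence (ex 525, em 598 nm) from cleavage of 50 nM TAMRA/BHQ-2 THF abasic duplex by 0.75 nM APE1, compound added 15 min beforehand at RT.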
BLM helicase inh = inhibitors of human Bloom syndrome helicase BLM. P54132. recombinant BLM DNA unwinding, fluorescence dequenching. Potency, µM (highest dose often 56.1 µM), inactives show at the top dose activity change, negative = inhibition, usual class: inhibitors. 350,000 tested, 0.2% active. AID 2528;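 further: plate controls were vehicle for no effect and no enzyme for full effect; nearly all actives have a fitted effect of over 35% in size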
Target sequence (P54132 whole entry, looked up): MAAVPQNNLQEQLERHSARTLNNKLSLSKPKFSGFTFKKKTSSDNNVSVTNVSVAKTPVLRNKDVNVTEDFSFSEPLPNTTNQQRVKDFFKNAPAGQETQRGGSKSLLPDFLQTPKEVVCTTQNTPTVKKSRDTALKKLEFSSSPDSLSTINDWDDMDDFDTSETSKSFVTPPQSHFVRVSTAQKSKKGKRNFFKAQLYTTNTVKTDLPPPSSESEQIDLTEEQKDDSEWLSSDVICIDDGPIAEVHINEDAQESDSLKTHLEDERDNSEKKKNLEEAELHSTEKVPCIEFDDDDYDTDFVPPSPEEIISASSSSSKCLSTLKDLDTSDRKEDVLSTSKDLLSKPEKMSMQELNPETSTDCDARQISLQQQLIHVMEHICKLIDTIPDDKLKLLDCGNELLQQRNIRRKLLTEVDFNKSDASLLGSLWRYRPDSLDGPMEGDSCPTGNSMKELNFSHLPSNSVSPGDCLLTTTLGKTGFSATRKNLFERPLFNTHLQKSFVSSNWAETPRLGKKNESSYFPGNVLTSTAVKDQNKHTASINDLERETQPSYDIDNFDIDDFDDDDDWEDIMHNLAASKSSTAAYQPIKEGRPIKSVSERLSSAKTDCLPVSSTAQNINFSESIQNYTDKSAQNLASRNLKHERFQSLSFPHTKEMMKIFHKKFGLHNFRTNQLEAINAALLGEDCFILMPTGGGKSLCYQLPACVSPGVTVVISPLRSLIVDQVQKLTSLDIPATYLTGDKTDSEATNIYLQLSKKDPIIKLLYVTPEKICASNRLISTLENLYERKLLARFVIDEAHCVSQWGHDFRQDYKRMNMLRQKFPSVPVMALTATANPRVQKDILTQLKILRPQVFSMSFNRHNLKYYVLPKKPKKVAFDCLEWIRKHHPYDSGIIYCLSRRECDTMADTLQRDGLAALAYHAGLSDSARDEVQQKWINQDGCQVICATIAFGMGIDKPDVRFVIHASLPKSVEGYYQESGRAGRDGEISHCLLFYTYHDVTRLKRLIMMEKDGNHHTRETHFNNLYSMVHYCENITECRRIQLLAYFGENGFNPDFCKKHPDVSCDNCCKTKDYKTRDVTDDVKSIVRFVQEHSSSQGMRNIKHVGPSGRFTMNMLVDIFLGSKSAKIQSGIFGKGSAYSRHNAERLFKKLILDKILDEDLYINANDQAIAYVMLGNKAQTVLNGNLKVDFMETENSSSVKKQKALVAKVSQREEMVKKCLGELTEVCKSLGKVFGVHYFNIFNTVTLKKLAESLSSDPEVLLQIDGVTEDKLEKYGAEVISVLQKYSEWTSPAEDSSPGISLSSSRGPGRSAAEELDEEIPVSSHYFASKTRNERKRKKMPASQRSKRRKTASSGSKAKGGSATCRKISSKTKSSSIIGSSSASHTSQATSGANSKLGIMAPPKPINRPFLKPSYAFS
POLB inh = inhibitors of human DNA polymerase beta; P06746; Pol beta primer extension/strand displacement, fluorescence kinetic; Potency, µM (highest dose often 114 µM), for the others: top-dose activity change, negative = inhibition, most hits filed as inhibitors; 340,000 tested, 1.3% active; AID 485314; further: on the % scale 0 is the no-effect control and ±100 the full control effect
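Preincubation: enzyme (10 nM) with compound, 15 min, RT. Reaction: substrate added to 50 nM final. Reads: 0 and 10 min. Analysis: normalized, Hill fit.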
* marks the source's active call; other numbers are inactive results; ? = inconclusive; nt = no result given; [ ] = remark or other dose. The call rests on the fitted dose curve; in most records, active means well fitted curve in the direction sought with a large enough effect; inconclusive means small, poorly fitted or top-dose-only effect, or another doubt; inactive means no such curve, though single readings can be large; an effect the other way counts as inactive or inconclusive. Potency means the concentration at half of the fitted maximal effect.

smiles | BAZ2B block | Pol eta inh | G9a inh | JMJD2A Tudor | POLK inh | POLI inh | APEX1 inh | BLM helicase inh | POLB inh
COCC(=O)N1CCC2(CC1)CCN(C(=O)NC(C)C)CC2 | nt | nt | 4%[12.7 µM] | nt | 2%[60.1 µM] | nt | 15% | 2% | nt
O=C(Nc1ccc(S(=O)(=O)Nc2ncccn2)cc1)c1ccccc1 | 4% | -13% | -7% | 5% | -7% | -14% | 30% | 2% | 29%
Cc1ccc(C(=O)NC2CCN(CC(=O)NCc3cccs3)CC2)cc1 | 1% | -16% | 0% | -8% | 3% | 53%[activator] | -1% | 4% | 4%
CN1CCN(c2ccccc2/C=N/NC(=O)c2cccnc2)CC1 | ? | -16% | ? | ? | 5% | -1% | -5% | -2% | ?
COc1ccc(NC(=S)Nc2ccc(S(N)(=O)=O)cc2)c(OC)c1 | -38% | -20% | 56µM* | -10% | -1% | 144%[activator] | 4% | 0% | 23%
Cc1nn(C)cc1/C=N/NC(=O)c1ccc2c(c1)OCO2 | -22% | -7% | -24% | -4% | -1% | 35%[activator] | -3% | -1% | 8%
NC(=O)c1ncc(C(F)(F)F)cc1Oc1ccc(C(F)(F)F)cc1 | 14% | -7% | -27%[12.7 µM] | -4% | 0% | 7% | -2% | 5% | 0%
CCCCC(=O)Nc1ccccc1N1CCN(c2ccccc2)CC1 | -14% | -16% | 9% | -11% | -12% | 27% | 0% | -10% | -1%
Cc1nn(C)cc1/C=N/O | 2% | -22% | 7%[59 µM] | -7% | -7% | 19%[58.9 µM] | 6% | 0% | 10%
CCOc1cc(CN2CCN(c3cccc(C(F)(F)F)c3)CC2)ccc1OC | 8.9µM* | -16% | 22µM* | 8.9µM* | -5% | 9% | -4% | -6% | -20%
CN1CCCCc2c1nc1ccccc1c2N (tested in a mixture with another compound) | -5% | -18% | ? | -7% | -1% | 2% | -1% | -5% | 28%
Cc1ccc(C)c(CSc2nc(-c3ccccc3F)nc3c2Cc2c(CO)cnc(C)c2O3)c1 | -16% | -13% | 2%[59 µM] | -6% | 6% | 30% | nt | 1% | 10%
COc1ccc(OC)c(S(=O)(=O)NC(C)CCc2ccccc2)c1 (configuration not stated) | 10% | -24% | 23% | 2% | 6% | -11% | -10% | -5% | 3%
COc1ccccc1CN(Cc1c(Cl)cccc1Cl)S(=O)(=O)c1ccc(Br)cc1 | 6% | 5% | 7%[59 µM] | 14% | -1%[60.1 µM] | 12% | nt | -5% | 86%
CCOc1ccc(S(=O)(=O)NCc2ccc(Cl)cc2)c2cccnc12 | -10% | -15% | 4% | -6% | -4% | 3% | ? | -10% | 8%
O=C(OCc1ccccc1Cl)c1cc([N+](=O)[O-])ccc1N1CCOCC1 | nt | -14% | nt | -27% | 4% | 29% | nt | nt | nt
COC(=O)Cc1cc(OC)c(OC)cc1S(=O)(=O)N(C)C | -6% | -18% | 72%[activator] | 7% | -4% | 49%[activator] | -4% | 2% | 2%
Cc1ccc(S(=O)(=O)c2cn(C)c3cc(N4CCCCC4)c(F)cc3c2=O)cc1 | -3% | -18% | -1%[59 µM] | -20% | -14% | 2% | nt | -7% | 6%
Cc1ccc(NC(=O)CN(C)C(=O)c2ccc(Sc3nncn3C)c([N+](=O)[O-])c2)cc1 | -2% | -1% | 1%[59 µM] | -20% | -14% | 2% | 19% | nt | nt
COc1ccc(NC(=O)CCN2CCN(S(=O)(=O)c3cc(Cl)ccc3OC)CC2)cc1 | 3% | -5% | -32% | -14% | -11% | 16% | -3% | -5% | -15%
O=C(O)CCN1Cc2ccccc2C1=O | ? | 11% | 50µM* | ? | -9% | ? | -4% | -3% | 8%
COc1ccc(/C(C)=N/N2CCOCC2)c(O)c1 | 2% | -9% | 2% | -6% | 10% | 19% | -4% | 1% | 0%
Cc1ccc(CN2CCC(Oc3cccc(C(=O)NCc4cccnc4)c3)CC2)o1 | ? | 7% | ? | -34% | -10% | ? | -4% | -1% | -12%
O=C(C1CCN(S(=O)(=O)c2ccc(Cl)cc2)CC1)N1CCOCC1 | 13% | 4% | 1%[12.7 µM] | 14% | -11% | 2% | -1% | -1% | -2%
CSc1ncc(C(=O)Nc2cccc(Cl)c2C)c(C)n1 | 0% | -17% | 2% | -5% | -6% | 5% | 20% | -3% | -14%
O=C(OCc1ccccc1Cl)c1ccc(-c2nnn(Cc3ccccc3Cl)n2)cc1 | -5% | -11% | -2%[59 µM] | 1% | -12% | -19% | nt | -1% | -17%
O=C(c1ccc(N2C(=O)CCC2=O)cc1)N1CCN(c2ccccc2)CC1 | -2% | -9% | -30%[12.7 µM] | -7% | -18% | 6% | 0% | -2% | -15%
Cn1c(=O)c2c(nc(N3CCNCC3)n2Cc2cccc3ccccc23)n(C)c1=O | 2% | 2% | ? | -12% | 5% | 24% | 16% | 5% | 36%
CC[C@]12c3[nH]c4ccccc4c3CCN1C(=O)C(CC(=O)NCCN1CCOCC1)C[C@@H]2C(=O)N1CCN(C(=O)C2CC2)CC1 (some centres not stated) | nt | -10% | nt | -14% | -11% | -10% | -1% | nt | nt
O=C(O)c1ccccc1OCCOc1ccccc1C(=O)O | -7% | -7% | 5%[12.7 µM] | -3% | -13% | 8% | -1% | 0% | 1%

Part of the list above in order of formula weight, smallest number first:
smiles | BAZ2B block | Pol eta inh | G9a inh | JMJD2A Tudor | POLK inh | POLI inh | APEX1 inh | BLM helicase inh | POLB inh
O=C(O)c1ccccc1OCCOc1ccccc1C(=O)O | -7% | -7% | 5%[12.7 µM] | -3% | -13% | 8% | -1% | 0% | 1%
CN1CCN(c2ccccc2/C=N/NC(=O)c2cccnc2)CC1 | ? | -16% | ? | ? | 5% | -1% | -5% | -2% | ?
NC(=O)c1ncc(C(F)(F)F)cc1Oc1ccc(C(F)(F)F)cc1 | 14% | -7% | -27%[12.7 µM] | -4% | 0% | 7% | -2% | 5% | 0%
Cc1ccc(C(=O)NC2CCN(CC(=O)NCc3cccs3)CC2)cc1 | 1% | -16% | 0% | -8% | 3% | 53%[activator] | -1% | 4% | 4%
CCOc1cc(CN2CCN(c3cccc(C(F)(F)F)c3)CC2)ccc1OC | 8.9µM* | -16% | 22µM* | 8.9µM* | -5% | 9% | -4% | -6% | -20%
Cc1ccc(S(=O)(=O)c2cn(C)c3cc(N4CCCCC4)c(F)cc3c2=O)cc1 | -3% | -18% | -1%[59 µM] | -20% | -14% | 2% | nt | -7% | 6%
O=C(OCc1ccccc1Cl)c1ccc(-c2nnn(Cc3ccccc3Cl)n2)cc1 | -5% | -11% | -2%[59 µM] | 1% | -12% | -19% | nt | -1% | -17%
COc1ccc(NC(=O)CCN2CCN(S(=O)(=O)c3cc(Cl)ccc3OC)CC2)cc1 | 3% | -5% | -32% | -14% | -11% | 16% | -3% | -5% | -15%
CC[C@]12c3[nH]c4ccccc4c3CCN1C(=O)C(CC(=O)NCCN1CCOCC1)C[C@@H]2C(=O)N1CCN(C(=O)C2CC2)CC1 (some centres not stated) | nt | -10% | nt | -14% | -11% | -10% | -1% | nt | nt

Looked up above.
Under JMJD2A Tudor, Cc1ccc(CN2CCC(Oc3cccc(C(=O)NCc4cccnc4)c3)CC2)o1 has the entry -34%
Under Pol eta inh, O=C(OCc1ccccc1Cl)c1cc([N+](=O)[O-])ccc1N1CCOCC1 has the entry -14%

Continuation.
smiles | BAZ2B block | Pol eta inh | G9a inh | JMJD2A Tudor | POLK inh | POLI inh | APEX1 inh | BLM helicase inh | POLB inh
COc1ccc(-c2noc(-c3ccc(C)cc3)n2)cc1 | -4% | -14% | 7%[2.33 µM] | 9% | 2% | 7% | -7% | -3% | 2%
CCC(NC(=O)COc1ccc([N+](=O)[O-])cc1)c1ccccc1 (configuration not stated) | -4% | nt | nt | nt | nt | nt | 10% | -1% | 50%
CC(=O)SC(C)CC(=O)Nc1ccccc1 (configuration not stated) | 5% | 8% | 3%[59 µM] | -11% | 0% | 23% | 19% | 2% | 4%
O=C(CN1CCN(C(c2ccccc2)c2ccccc2)CC1)NC(=O)NCc1ccco1 | -13% | 11% | -33%[12.7 µM] | ? | 1% | ? | 9% | -7% | -4%
O=C(CSc1nc(C(F)(F)F)cc(=O)[nH]1)N1CCC(Cc2ccccc2)CC1 | -1% | -16% | ? | ? | -4% | 6% | -6% | nt | nt
Cc1ccccc1/C=N/Nc1ncnc2nc[nH]c12 | -20% | -1% | 26% | -3% | -7% | -20% | -9% | 4% | ?
O=C(COC(=O)c1ccco1)Nc1ccc([N+](=O)[O-])cc1Cl | -1% | -8% | -10%[12.7 µM] | -9% | 8% | 27% | -3% | nt | nt
Cc1c(CNC2CCC(C)CC2)c(C(=O)O)c(C)n1Cc1ccccc1 (configuration not stated) | -13% | -9% | ? | -28% | -14% | -1% | 17% | 6% | -4%
CCN(CC1CCCO1)C(=O)CCc1nnc(Cc2ccc3c(c2)OCO3)o1 (configuration not stated) | -12% | -10% | -41% | -9% | -6% | 5% | 3% | -4% | -2%
CCOC(=O)c1c(-c2ccc(-c3ccccc3)cc2)csc1NC(=O)C1C2CCC(O2)C1C(=O)O (configuration not stated) | ? | -9% | nt | -14%[57.1 µM] | -15% | ? | 5% | -6% | ?
COc1ccc(S(=O)(=O)N2CCN(C(=O)Cc3cccs3)CC2)cc1 | -6% | -15% | -9%[59 µM] | -6% | 4% | 5% | 5% | -11% | 0%
CC(C)C1(C2CCCC2)NC(=O)NC1=O (configuration not stated) | nt | -6% | nt | 8% | 4% | -13% | nt | nt | nt
O=C(OCC(=O)N1CCc2ccccc2C1)c1cccnc1Cl | -17% | -25% | 0% | 1% | -12% | 124%[activator] | 3% | 0% | 1%
O=c1oc2ccccc2c2c1C(c1ccc(Cl)cc1)Nc1ccc3ccccc3c1-2 (configuration not stated) | 4% | 2% | -44%[59 µM] | -3% | 2% | -1% | -1% | 0% | 13%
O=C(/C=C/Nc1ccc(F)cc1)c1ccc(Oc2ncccn2)cc1 | 2% | 2% | ? | -17% | -19% | -1% | -1% | -7% | -21%
Cc1ccc(NCC(=O)c2ccc(C)cc2)cc1 | -24% | -7% | ? | -4% | 5% | -18% | 22% | -12% | 38%

A portion of the library. The share of hits here may be higher or lower than overall.
